# Screening results: PubChem, National Center for Advancing Translational Sciences (NCATS)
# TCR activator: T cell receptor activation. primary human leukocytes, anti-CD3, IL-2 HTRF, 48 h. Potency, µM (highest dose often 9.22 µM), for the others: at the top dose activation of IL-2 secretion, most hits filed as activators. 330,000 tested, under 10 active; note: % of control where 0% means no effect
#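 IL-2 release read by HTRF sandwich (Eu cryptate donor, d2 acceptor, 665 nm emission) after 48 hr exposure of primary human leukocytes to compound together with anti-CD3 beads in the absence of co-stimulatory signals.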
# Integrin act MD: activates integrin-mediated alleviation for muscular dystrophy | alpha7betagal myoblasts, beta-gal FDG fluorescence, 48 h | Potency, µM (series often up to 38.3 µM), without a hit: top-dose activation, most hits filed as activators | hit rate 0.064% among 350,000 | AID 624291;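 note: potency is the fitted concentration of half-maximal effect; 100% = response of the positive control SU9516; nearly all actives have a fitted effect of over 60% in size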
#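 alpha7betagal+/- myoblasts (passage 13, 250/well) treated 48 h at 37C with compounds at 1:260 dilution of DMSO stock. Lysed, then beta-galactosidase activity read as FDG fluorescence (ex 480/em 540) after 30 min, with pre-read for autofluorescence.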
# B2AR arrestin: beta2AR (human) beta-arrestin recruitment activity; hit rate 0.02% among 330,000; Potency, µM (series often up to 46.1 µM), for inactives: at the top dose activation, usual class: activators; beta-arrestin recruitment to beta2AR, cell-based reporter;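 note: potency is the fitted concentration of half-maximal effect; 0% = DMSO controls and full agonism = EC100 isoproterenol or metaproterenol; nearly all actives have a fitted effect of over 65% in size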
# Target sequence (P07550 whole entry, looked up): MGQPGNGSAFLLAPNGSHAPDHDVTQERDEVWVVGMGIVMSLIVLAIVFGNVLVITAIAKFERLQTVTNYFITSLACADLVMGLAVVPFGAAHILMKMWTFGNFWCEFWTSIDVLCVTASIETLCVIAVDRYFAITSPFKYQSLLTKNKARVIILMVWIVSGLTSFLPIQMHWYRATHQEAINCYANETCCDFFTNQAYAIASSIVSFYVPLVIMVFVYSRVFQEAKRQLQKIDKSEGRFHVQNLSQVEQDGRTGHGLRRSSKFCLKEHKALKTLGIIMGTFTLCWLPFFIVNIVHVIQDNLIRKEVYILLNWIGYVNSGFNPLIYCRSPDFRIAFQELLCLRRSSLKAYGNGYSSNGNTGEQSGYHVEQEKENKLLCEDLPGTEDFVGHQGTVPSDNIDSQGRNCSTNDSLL
# AT treatment: potential ataxia-telangiectasia treatment. […] A-T fibroblasts, KAP-1 phosphorylation AlphaLISA; neocarzinostatin DNA damage 30 min before lysis. Potency, µM (titrated, usually from 57.5 µM), for the others: at the highest dose activation, usual class: activators. hit rate 0.19% among 320,000. AID 485349; note: potency is the fitted concentration of half-maximal effect; % of control where 0% means no effect; nearly all actives have a fitted effect of over 45% in size
#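 ATM-like activity read as KAP-1 phosphorylation via AlphaLISA donor/acceptor antibody pairs after lysis and 6 hr at 25C. Cells were ATM-null patient fibroblasts ([…], hTERT), dosed 60 min, then exposed to the DSB inducer NCS for 30 min.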
# TRPV1 agonist: activates the human vanilloid receptor TRPV1. Q8NER1. TRPV1-expressing cells, Fluo-8 calcium influx, agonist mode. activation, % at 8.33 µM. hit rate 0.19% among 320,000. AID 540275; in the data active = activation above about 80%; inconclusive = between about 30% and that limit; note: 0% is about no effect
#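 TRPV1-expressing cells were cultured overnight at 35.5C and loaded with Fluo-8 calcium dye for 40 to 90 min at room temperature. After a 10 s baseline, compound was added and calcium influx was read kinetically for 3 min (ex 480/em 520 nm).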
# MLL CXXC-DNA inh: blocks binding of human MLL CXXC domain to DNA; MLL-CXXC / FITC-HOXA9 DNA fluorescence polarization; hit rate 0.037% among 290,000; Potency, µM (series often up to 115 µM), without a hit: top-dose activity change, negative = inhibition, most hits filed as inhibitors; Q03164; active = well fitted inhibition curve with a large enough effect in the polarisation, with a control signal flat, not every such curve was filed as active; inconclusive = small, poorly fitted or top-dose-only effect, or effect the other way, or a change in a side signal; inactive = no such curve, though single readings can be large or run the other way; the % refers to the polarisation; note: potency is the fitted concentration of half-maximal effect
#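 Steps: dispense CXXC domain solution (7 uM) → pin compounds or unlabeled HOX-A9 DNA control → 5 min ambient → add FLSN-HOX-A9 solution (50 nM) → spin → 30 min ambient → fluorescence polarization. Tris pH 7.5/NaCl/DTT/BSA buffer.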
# p53 reactivation: re-activators of mutant p53 | H1299 p53-A138V BP100-luciferase reporter, luminescence, 24 h | Potency, µM (series often up to 92.2 µM), for the others: top-dose activity change, positive = activation, actives largely listed as activators | hit rate 0.063% among 320,000; note: potency is the fitted concentration of half-maximal effect; % of control where 0% means no effect; nearly all actives have a fitted effect of over 45% in size
#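 p53-null H1299 cells stably carrying temperature-sensitive p53-A138V and a BP100-luciferase reporter were pinned with compounds (4-point, 1:5 series) and held 24 hrs at 37 deg C. Luminescence was read 10 min after detection reagent.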
# ELG1 DNA repair: inhibitors of ELG1-dependent DNA repair in HEK293T cells; hit rate 2.3% among 330,000; HEK293T ELG1-luciferase reporter, luminescence, 16 h; DNA damage induced by 5-fluorouridine; AID 504467; Potency, µM (doses to about 46.1 µM), for inactives: top-dose activity change, negative = inhibition, hits mostly inhibitors; note: potency is the fitted concentration of half-maximal effect; % is set by controls: 0 for no effect and ±100 for the full control effect; nearly all actives have a fitted effect of over 55% in size
#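 DMSO vehicle served as the neutral condition. Each well held 2,000 cells given 5-fluorouridine plus compound; after 16 hr at 37 °C/5% CO2, ONE-Glo was added and luciferase measured 30 min later.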
# BRCA1 expr act: activators of BRCA1 expression; MCF7-BRCA1-FFLuc reporter, luminescence, 48 h; response scale: scaled: vehicle 0%, 10 µM genistein 100%; Potency, µM (top dose mostly 46.1 µM), inactives show top-dose activation, hits mostly activators; hit rate 1.1% among 380,000; AID 624202; note: potency is the fitted concentration of half-maximal effect; nearly all actives have a fitted effect of over 80% in size; some results filed as inactive show a strong effect at the top dose
#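 Quantitative HTS in MCF7 cells stably reporting BRCA1 expression via firefly luciferase. Compound treatment lasts 48 h at 37 °C in phenol-red free MEM. Activation is expressed relative to genistein at 10 microM and DMSO.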
# PTAP TSG101 blk: blocks PTAP/TSG101 interaction to inhibit HIV-1 budding; 340,000 tested, under 10 active; AID 493005; Fluorescence polarization, FITC-PTAP peptide / Tsg101 binding; Potency, µM (top dose mostly 115 µM), without a hit: at the top dose activity change, negative = inhibition, actives largely listed as inhibitors; Q99816; active = well fitted inhibition curve with a large enough effect in the main read-out, with a control signal flat, not every such curve was filed as active; inconclusive = small, poorly fitted or top-dose-only effect, or effect the other way, or a change in a side signal; inactive = no such curve, though single readings can be large or run the other way; note: potency is the fitted concentration of half-maximal effect; % of control where 0% means no effect
# Target sequence (Q99816 whole entry, looked up): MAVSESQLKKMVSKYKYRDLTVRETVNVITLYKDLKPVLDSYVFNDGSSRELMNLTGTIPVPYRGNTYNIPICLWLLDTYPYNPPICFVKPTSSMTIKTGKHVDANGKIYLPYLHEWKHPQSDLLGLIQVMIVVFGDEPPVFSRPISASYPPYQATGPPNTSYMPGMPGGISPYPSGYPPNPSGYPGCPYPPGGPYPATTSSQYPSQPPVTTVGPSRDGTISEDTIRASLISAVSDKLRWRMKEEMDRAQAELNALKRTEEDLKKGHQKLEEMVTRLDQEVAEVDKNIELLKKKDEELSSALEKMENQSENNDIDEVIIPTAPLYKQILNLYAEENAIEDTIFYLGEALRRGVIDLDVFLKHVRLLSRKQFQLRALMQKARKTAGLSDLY
#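 Tsg101 binding domain (10 uM final) was mixed with compound and a FITC-labeled PTAP peptide (50 nM final) in HEPES pH 7.5 buffer with NaCl, Tween 20, EDTA and TCEP; fluorescence polarization was read after 20 min at r.t.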
# An asterisk follows results filed as active; ? = inconclusive; . = no result given; [ ] = remark or other dose. Unless noted, calls come from the whole dose curve; as a rule, active = well fitted curve in the direction sought with a large enough effect; inconclusive = small, poorly fitted or top-dose-only effect, or another doubt; inactive = no such curve, though single readings can be large; an effect the other way counts as inactive or inconclusive. No enrichment for hits; overall some 3.8% were active at least once.
canonical_smiles,p53 reactivation,TCR activator,B2AR arrestin,BRCA1 expr act,Integrin act MD,AT treatment,TRPV1 agonist,PTAP TSG101 blk,ELG1 DNA repair,MLL CXXC-DNA inh
CC1C(=O)C(C)C(c2ccc(O)cc2)NC1c1ccc(O)cc1 (centres undefined),0%,-9%,-0.7%,7%,-5%,10%,2,-4%,18%,-12%
BrCCOCCOc1ccc2ccccc2c1,18%,-4%[46.1 µM],-0.3%,52%,21%,18%,4,-3%,?,2%
COc1ccc(OC)c(-c2c(=O)n(OCc3ccccc3Br)c3ccccc3[n+]2[O-])c1,-9%,2%,-2.9%,-31%,-24%,-5%,15,-10%,?,11%
CON/C=C(\C=Nc1ccc(F)cc1)c1ncc(C(F)(F)F)cc1Cl,0%,2%,-0.1%,-3%[1.84 µM],-3%,0%,28,-5%,8%,?
COc1cccc(Cn2cnc3c(sc4nc(C)cc(C)c43)c2=O)c1,-2%,-4%,-0.1%,-14%,32%,11%,2,-1%,0%,6%
CCCCNc1c(-c2cccc(-c3cc(C(C)=O)cs3)c2)nc2ccc(C)cn12,-12%,5%,0.0%,-24%,-46%[inhibitor],26%,?,2%,?,.
Cc1noc(NC(=O)c2ccc(Cl)c(Cl)c2)c1Cl,-2%,4%,0.1%,-23%,2%,3%,?,-5%,-19%,-3%
O=C(CSc1ncccc1C(=O)O)NC12CC3CC(CC(C3)C1)C2,0%,0%,-0.7%,-7%,-4%,4%,2,0%,-4%,?
CCOc1ccc(C(=O)Nc2cc(-c3nc4ccccc4[nH]3)ccc2C)cc1[N+](=O)[O-],-4%,1%,-0.7%,-21%,12%,5%,0,-2%,23µM*,6%
Cc1ccc2nc(SCC(=O)N3CCCCC3)nc(=O)n2c1,5%,-6%,0.3%,4%,8%,10%,-3,0%,?,.
O=C(NC1CCCC1)c1cccc(S(=O)(=O)N2CCCCC2)c1,-5%,-20%,0.1%,-34%,-8%,11%,3,-4%,-9%,3%
O=C(OC(C(=O)Nc1cc(Cl)cc(Cl)c1)c1ccccc1)C1=COCCO1 (centres undefined),7%,5%[46.1 µM],-0.8%,-42%,13%,-12%,-1,-1%,-10%,1%
Clc1cccc(Cl)c1Cn1nnc(-c2cccs2)n1,15%,-4%[46.1 µM],0.1%,61%,-1%,4%,11,-4%,?,-1%
O=C(CN1CCN(c2ccccc2)CC1)c1ccc2cc[nH]c2c1,3%,2%,0.1%,16%,-1%,7%,24,2%,5%,-5%
Cc1ccc(/C=C/C(=O)NCCCn2ccnc2)cc1,1%,1%,0.2%,23%,0%,8%,2,-1%,-9%,-1%
Cc1cc(C(=O)Nc2cnc3ccccc3c2)ccc1[N+](=O)[O-],24%,-1%,-0.2%,3.2µM*,0%,1%,5,-4%,?,-10%
CCCCNC(=O)c1cc2cccc([N+](=O)[O-])c2[nH]1,-2%,3%,-0.4%,-41%,7%,20%,?,-7%,-2%,-10%
Cc1cc(Cn2nc(-c3ccccc3)cc2C(=O)NCc2cccs2)on1,-5%,-2%,0.2%,0%,-2%,20%,25,1%,?,.
COC(=O)c1ccc(CN2CCN(C3CCCCC3)C(CCO)C2)cc1 (centres undefined),7%,-2%,-0.5%,-10%,23%,-3%,-1,-6%,16%,-5%
CCC(C)C(NC(=O)C1CCC(C)CC1)C(=O)Nc1ccc(OC)cc1 (centres undefined),2%,-4%,-0.5%,-3%,.,-2%,-3,0%,-3%,-1%
Cc1cc(C(=O)Nn2cnnc2)cs1,.,7%,.,6%,19%,.,-3,-8%,.,-6%
CN(C(=O)CSc1nnc(C2CC2)n1C1CC1)C1(C#N)CCCCC1,-3%,10%,0.1%,-15%,-4%,-1%,-2,1%,1%,.
COc1ccc(/C(O)=C2/C(=O)C(=O)N(CCCN(C)C)C2c2cccnc2)cc1 (centres undefined),3%,.,0.4%,.,.,-4%,3,.,2%,1%
CCc1cc(C(=O)N2CCc3c([nH]c4ccccc34)C2c2ccc(OC)cc2F)no1 (centres undefined),0%,-3%,0.0%,8%,-53%[inhibitor],6%,-4,-9%,2%,-9%
CCCCn1c(N)c(N(CCOC)C(=O)c2ccc(F)c(S(=O)(=O)N3CCOCC3)c2)c(=O)[nH]c1=O,1%,-3%,-0.2%,5%,-5%,-12%,1,-1%,12%,.

# Whole records, quoted from the list. Order of values: p53 reactivation	TCR activator	B2AR arrestin	BRCA1 expr act	Integrin act MD	AT treatment	TRPV1 agonist	PTAP TSG101 blk	ELG1 DNA repair	MLL CXXC-DNA inh
# `Cc1ccc(/C=C/C(=O)NCCCn2ccnc2)cc1` as listed: 1%	1%	0.2%	23%	0%	8%	2	-1%	-9%	-1%
# `BrCCOCCOc1ccc2ccccc2c1` as listed: 18%	-4%[46.1 µM]	-0.3%	52%	21%	18%	4	-3%	?	2%

# Next section
canonical_smiles,p53 reactivation,TCR activator,B2AR arrestin,BRCA1 expr act,Integrin act MD,AT treatment,TRPV1 agonist,PTAP TSG101 blk,ELG1 DNA repair,MLL CXXC-DNA inh
CCCCCC(=O)Nc1cccc2ccccc12,8%,-5%,-0.2%,-2%,-7%,2%,25,-1%,21%,7%
NS(=O)(=O)c1cc(C(=O)OC2CCOC2=O)ccc1Cl (centres undefined),19%,-3%,-0.8%,0%,37%,5%,0,-4%,2%,-2%
O=C(CCC(=O)c1ccccc1)Nc1ccccc1OC(F)F,4%,-7%,-0.3%,26%,7%,-1%,6,-4%,4%,8%
COC(=O)c1ccc(CSc2nc3ccccc3[nH]2)o1,-2%,1%,-0.8%,77%,1%,11%,-1,4%,0%,-5%
CCCS(=O)(=O)N1CCC(C(=O)NCCN(CC)c2ccccc2)CC1,-5%,7%,-0.1%,2%,-11%,-5%,5,-4%,17%,6%
O=C(O)C1CC(C(=O)O)SS1 (centres undefined),.,-2%,.,16%,29%,.,.,0%,.,.
O=P(NCc1ccccc1)(OCc1ccccc1)OCc1ccccc1,.,-3%,.,-26%,-7%,.,.,-4%,.,.
COc1ccccc1NC(=O)CSc1ncn[nH]1,12%,2%,0.4%,-1%,5%,0%,-7,-4%,13%,1%
O=C(c1ccc(F)cc1)N1CCN(C(=O)c2cccnc2)CC1,1%,4%,0.7%,5%,-11%,.,-3,0%,7%,1%
O=C(Nc1ccc(Br)cc1Cl)Nn1cnnc1,7%,.,-0.2%,6%,9%,6%,-1,-5%,10%,8%
O=C(N1CCOCC1)N(CCN1CCOCC1)Cc1cccc(Cl)c1,.,-2%,.,-3%,-23%,.,2,-4%,.,3%
CCOC(=O)C1=NNC2(c3ccc(Cl)cc3)C(=O)N(c3cc(C)cc(C)c3)C(=O)C12 (centres undefined),0%,0%,0.2%,-10%,16%,1%,5,-5%,-6%,3%
COc1ccccc1C1C(C#N)=C(N)Oc2cc(C)n(CCCn3ccnc3)c(=O)c21 (centres undefined),1%,-4%,0.4%,-2%,16%,-2%,0,0%,9%,-6%
O=C(COC(=O)c1ccc2ccccc2n1)NC1CCCCC1,18%,-1%,0.3%,-3%,-13%,4%,0,-6%,5%,.
[O-][n+]1c2c(nn1-c1ccccc1Cl)-c1nonc1CC2,-15%,-2%,0.0%,11%,-9%,0%,-3,2%,9%,3%
Cc1ccc2c(c1)-c1c(cnn1CC(=O)NC(C)CCc1ccco1)CO2 (centres undefined),-3%,-2%[46.1 µM],-0.5%,-7%,15%,12%,-2,0%,-7%,4%
COC(=O)C1=C(C)NC(=O)/C1=C\c1cc(C)n(-c2c(C)cccc2C)c1C,?,.,-0.2%,-36%,-9%,.,26,-9%,-15%,4%
CC(=O)Oc1ccc(C)cc1-n1nc2ccccc2n1,?,0%,-0.9%,?,23%,27%,-3,-1%,?,1%
O=C(Oc1ccc2ccccc2c1Cl)N1CCCCCC1,?,2%[46.1 µM],0.2%,?,8%,32%,26,1%,?,23%
CCN(c1ccccc1)S(=O)(=O)c1cccc(C(=O)NCC2(N(C)C)CCCCC2)c1,9%,-38%,-0.1%,-11%,-26%,-2%,1,-1%,2%,.
COc1cc(NS(=O)(=O)c2c(C(=O)N3CCOCC3)c(C)n(C)c2C)cc(OC)c1OC,1%,-8%,-0.2%,0%,9%,-3%,0,-2%,8%,1%
Nc1nc(COc2ccc(F)cc2)nc(N2CCCCC2)n1,12%,-3%,-0.2%,6%,36%,-1%,14,-1%,-1%,10%
CC(C(=O)NCc1ccc(F)cc1)c1ccc([N+](=O)[O-])cc1 (centres undefined),0%,-6%,-0.3%,5%,-3%,18%,2,-1%,?,2%
Nc1ncccc1C(=O)OCC(=O)N1CCN(S(=O)(=O)c2ccc(Cl)cc2)CC1,-9%,.,-1.4%,-6%,12%,-1%,-1,-1%,9.2µM*,.
CC(C)Cn1c(SCC(=O)Nc2cccnc2Cl)nnc1-c1ccco1,-16%,4%,-0.7%,-2%,14%,18%,.,-2%,-3%,.
CC(C)c1nnc(NC(=O)CCC(=O)Nc2ccc3cn[nH]c3c2)s1,-4%,1%,-0.7%,-27%,0%,9%,.,-3%,5%,-2%
